# Anthrax LF inh2: anthrax lethal factor protease inhibition; P15917; multiplex microsphere protease cleavage assay, LF; inhibition, % at 10 µM; hit rate 0.12% among 360,000; in the data active = inhibition above about 30%; also: plate controls were buffer without enzyme for full effect and enzyme alone for no effect
# SARS 3CLpro inh: SARS-CoV 3CLpro protease inhibition. P0C6X7. recombinant SARS-CoV 3CLpro, quenched FRET peptide cleavage. inhibition, % at 6 µM. hit rate 0.14% among 290,000. AID 1706; in the data active = inhibition above about 12%
# TcdB GH inh: blocks C. difficile toxin B glycohydrolase activity. TcdB glycohydrolase enzymatic assay, plate reader. inhibition, % at 9.99 µM. AID 652162. P18177. hit rate 0.24% among 350,000; in the data active = inhibition above about 10%
# BH1578 lux ind: inducers of Vibrio cholerae quorum light production without autoinducers; activation, % at 18.7 µM; hit rate 0.16% among 350,000; AID 588436; V. cholerae BH1578 lux reporter, luminescence, 6 h; in the data active = activation mostly above about 9.7%, no sharp cut-off; also: not every result past the cut was called active; inactives centre near 0; reference of the scale not given here
# VHR inh abs: inhibitors of human VHR1 phosphatase (DUSP3). P51452. inhibition, % at 13.3 µM. recombinant VHR phosphatase, pNPP absorbance. hit rate 0.52% among 290,000; in the data active = inhibition above about 50%; also: some compounds called inactive have numbers as strong as hits
# Target sequence (P51452 whole entry, looked up): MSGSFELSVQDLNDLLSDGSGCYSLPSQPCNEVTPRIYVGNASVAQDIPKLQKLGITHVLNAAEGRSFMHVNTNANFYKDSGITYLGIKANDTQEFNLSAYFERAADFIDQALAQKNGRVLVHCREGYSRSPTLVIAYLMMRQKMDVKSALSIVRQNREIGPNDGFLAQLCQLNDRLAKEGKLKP
# Rv3671c inh: inhibits the M. tuberculosis serine protease Rv3671c; inhibition, % at 5.96 µM; hit rate 0.048% among 320,000; AID 2606; in the data active = inhibition above about 38%;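 also: extracellular domain of Rv3671c used as enzyme; 0% = enzyme with DMSO and 100% = no enzyme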
# Target sequence (P9WHR9 whole entry, looked up, the tested form may be a part): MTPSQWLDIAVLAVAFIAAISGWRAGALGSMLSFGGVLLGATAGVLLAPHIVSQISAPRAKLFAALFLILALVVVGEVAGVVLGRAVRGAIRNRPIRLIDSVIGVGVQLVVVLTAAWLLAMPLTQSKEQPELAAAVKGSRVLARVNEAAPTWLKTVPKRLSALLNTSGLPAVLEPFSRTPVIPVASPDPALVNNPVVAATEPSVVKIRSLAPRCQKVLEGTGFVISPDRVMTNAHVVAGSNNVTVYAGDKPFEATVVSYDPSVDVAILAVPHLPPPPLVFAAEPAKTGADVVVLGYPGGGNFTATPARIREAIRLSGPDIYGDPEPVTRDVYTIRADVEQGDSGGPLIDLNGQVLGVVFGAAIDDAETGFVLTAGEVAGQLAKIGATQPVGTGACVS
# MazF activator: increases E. coli MazEF RNase cleavage of RNA; P0AE70; FAM/BHQ RNA-DNA oligo cleavage fluorescence, 5 h; activation, % at 20 µM; hit rate 0.32% among 350,000; AID 504720; in the data active = activation above about 50%
# Target sequence (P0AE70 whole entry, looked up): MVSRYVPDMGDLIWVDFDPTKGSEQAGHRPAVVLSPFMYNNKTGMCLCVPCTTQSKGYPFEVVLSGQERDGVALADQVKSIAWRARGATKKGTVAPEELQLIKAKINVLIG
# Y pestis TopoI: Y. pestis Topo-I inhibition via cleavage products | Y. pestis Topo-I cleavage product accumulation, plate reader | hit rate 0.064% among 360,000 | activity, % at 10 µM; in the data active = activity above about 50%, passing the limit was not always enough; also: inactives centre near 2
# PfHsp40 yeast: compounds rescuing yeast from Plasmodium falciparum HSP40 toxicity | S. cerevisiae expressing PfHsp40, growth rescue, ATP luminescence | growth rescue, % at 12.5 µM | hit rate 0.68% among 340,000 | AID 504582; in the data active = growth rescue above about 28%, passing the limit was not always enough;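 also: yeast W303a lacking pdr1 and pdr3 grown in galactose medium; growth measured after three days at 30 °C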
# PriA SSB inh: K. pneumoniae PriA-SSBct interaction inhibition | AID 1272365 | hit rate 0.6% among 430,000 | AlphaScreen SSBct-PriA binding, biotinylated peptide | inhibition, % at 33 µM; in the data active = inhibition mostly above about 37%, no sharp cut-off; inactive = mostly below about 20%;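 also: plate controls were negative control peptide for no effect and reference peptide for full effect; strong numbers were not always called active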
# * hit, by the source's call; i = inactive; / = no result given; & = joins results of further samples.
entry	smiles	SARS 3CLpro inh	Anthrax LF inh2	PriA SSB inh	MazF activator	BH1578 lux ind	Y pestis TopoI	TcdB GH inh	Rv3671c inh	PfHsp40 yeast	VHR inh abs
1	O=C(O)c1cccc(NC(=O)c2cn(-c3ccccc3)nc2-c2ccc([N+](=O)[O-])cc2)c1	8	8	11	-3	-0.1	1	-9.5	-6	0.1	18
2	CN(Cc1ccccc1)C(=O)c1ccc(NC(=O)C2CCN(C(=O)OC(C)(C)C)CC2)cc1	/	4	-13	8	0.8	5	0.6	-5	-0.9	/
3	CC(=O)NC(C)C(=O)OCc1ccc(Cl)cc1Cl (stereo not given)	2	-4	-23	4	0.7	5	/	5	0.6	27
4	CCOC(=O)c1sc(NC(=O)/C=C/c2cnn(C)c2C)c(C(=O)OC(C)C)c1C	1	-4	-8	4	i	-6	0.2	-1	-0.3	-14
5	CCOc1cccc(NC(=O)c2ccc(S(=O)(=O)N3CCCC3)cc2)c1	/	-16	-20	3	-0.2	11	1.2	-8	2.4	-13
6	Cc1cc(F)ccc1S(=O)(=O)N1CCCOC1CNC(=O)C(=O)NCCc1c[nH]c2ccccc12 (stereo not given)	0	-2	7	-3	-0.4	9	/	11	2.0	7
7	CCOc1ccc(NC(=O)CN(C)C(=O)CCCn2c(=O)oc3ccccc32)cc1OCC	/	/	-4	2	-1.6	-2	-3.5	8	-1.4	/
8	Cc1ccc(C2C(C(=O)c3cccs3)=C(O)C(=O)N2c2ccc(S(N)(=O)=O)cc2)cc1 (stereo not given)	7	0	-1	6	-0.1	0	-0.7	12	-0.4	25
9	O=C1CN(CC(=O)Nc2cccc(Cl)c2Cl)c2ccccc2N1	8	4	1	-33	-0.7	8	1.0	1	-0.8	11
10	Cc1ccc(N2C(=O)N(CC(=O)Nc3ccccc3C(F)(F)F)C(=O)C2C)cc1 (stereo not given)	/	-1	-21	3	i	-1	1.2	-2	0.7	/
11	O=C(NC1CCCCC1)C(c1ccncc1)N(C(=O)c1ccco1)c1ccc(F)cc1 (stereo not given)	2	10	-3	1	-10	9	-0.2	-5	-1.0	-23
12	Cc1ccccc1NC(=S)N1CCN(Cc2ccccc2)CC1	-4	-1	-1	-10	i	-3	1.4	-4	-0.8	37
13	CCN(CC)S(=O)(=O)c1cccc(-c2nnc(SCC(=O)NC)n2N)c1	-1	3	3	6	-0.4	-2	1.1	7	0.2	11
14	COc1ccc(S(=O)(=O)N(C)CC(=O)Nc2ccc(C(N)=O)cc2)cc1OC	0	2	-7	2	-0.6	0	0.5	4	-1.1	2
15	Cn1c(=O)[nH]c2nncnc2c1=O	/	-2	0	2	i	6	-0.8	-48	0.1	/
16	C[C@@H]1CN([C@@H](C)CO)C(=O)c2cc(NC(=O)C3CCCCC3)ccc2O[C@@H](C)CCCCO[C@@H]1CN(C)C(=O)CCCN(C)C	/	-2	/	6	-2.1	5	0.3&-0.6	/	/	/
17	O=C1OCC/C1=C\NCCCCCCCCN/C=C1\CCOC1=O	/	3	/	6	-0.3	4	0.5	/	/	/
18	N#Cc1c(NC(=O)C2CC(c3c(F)cccc3Cl)=NO2)sc2c1CCC2 (stereo not given)	0	-1	7	-1	-0.2	4	/	11	2.7	0
19	Cn1c(=O)c2[nH]c(CN3CCCCC3)nc2n(C)c1=O	/	4	-10	-57	/	8	-0.3	/	-1.2	/
20	COc1ccccc1NC(=O)Nc1ccc(CC#N)cc1	2	-11	-8	1	i	-11	-0.2	-3	-0.8	-7
21	Cc1c(C(=O)C(=O)N2CC=C(c3ccccc3)CC2)c2ccccc2n1C	7	2	6	6	-0.3	33	/	-9	2.6	8
22	COc1ccc(OC)c(/C=N/NC(=O)C(=O)NCc2cccnc2)c1	0	0	/	1	i	-4	-0.2	4	-0.3	1
23	CCN(CC)c1ccc(NC(=O)c2ccccc2OCC(=O)OC)cc1	-4	-1	45	-1	-0.2	23	-19	10	0.4	23
24	O=C1NCCCC1C(=O)Nc1ccccn1 (stereo not given)	-3	1	6	-3	-0.5	-4	/	7	-0.6	14
25	CCNC(=S)NCc1ccc(F)cc1	-8	-1	1	-4	0.8	-5	0.1	-9	-1.3	-4
26	CC(=O)N/C(=C/c1ccc2c(c1)OCO2)C(=O)NCc1ccccc1	2	-3	-7	1	i	-7	0.5	5	6.1	22
27	Cc1noc(C)c1CSCC(=O)Nc1cc(Cl)ccc1N1CCCCC1	/	2	4	-6	-11	46	2.3	1	0.0	/
28	CSCCC(NC(=O)c1ccccc1Br)C(=O)NNC(=O)c1ccncc1 (stereo not given)	/	-3	0	-2	i	2	1.6	0	-0.9	/
29	COc1ccccc1-n1nc(C(=O)NCc2ccco2)c2ccccc2c1=O	4	-12	2	-2	2.8	5	/	10	0.0	-4
30	CCC1=C(OC(=O)N(CC)CC)N2C(=O)OC(=NCC3CC3)[C@]2(Cc2ccccc2)[C@H]2C1=CC[C@H]1C(=O)N(C)C(=O)[C@H]12	/	9	8	-4	i	25	1.5	3	-0.9	0
31	COc1ccc(OCCCC(=O)Nc2cc(S(=O)(=O)N3CCCCC3)ccc2OC)cc1	/	-5	3	-9	i	37	1.2	-4	-0.5	/
32	Brc1cc(/C=N/n2cnnc2)oc1Br	-1	-2	/	-2	/	-1	2.6	-1	0.0	18

# In a second layout: 11 of the compounds above
15) Cn1c(=O)[nH]c2nncnc2c1=O
16) C[C@@H]1CN([C@@H](C)CO)C(=O)c2cc(NC(=O)C3CCCCC3)ccc2O[C@@H](C)CCCCO[C@@H]1CN(C)C(=O)CCCN(C)C
17) O=C1OCC/C1=C\NCCCCCCCCN/C=C1\CCOC1=O
18) N#Cc1c(NC(=O)C2CC(c3c(F)cccc3Cl)=NO2)sc2c1CCC2 (stereo not given)
19) Cn1c(=O)c2[nH]c(CN3CCCCC3)nc2n(C)c1=O
20) COc1ccccc1NC(=O)Nc1ccc(CC#N)cc1
21) Cc1c(C(=O)C(=O)N2CC=C(c3ccccc3)CC2)c2ccccc2n1C
22) COc1ccc(OC)c(/C=N/NC(=O)C(=O)NCc2cccnc2)c1
screen / no. | 15 | 16 | 17 | 18 | 19 | 20 | 21 | 22
SARS 3CLpro inh | / | / | / | 0 | / | 2 | 7 | 0
Anthrax LF inh2 | -2 | -2 | 3 | -1 | 4 | -11 | 2 | 0
PriA SSB inh | 0 | / | / | 7 | -10 | -8 | 6 | /
MazF activator | 2 | 6 | 6 | -1 | -57 | 1 | 6 | 1
BH1578 lux ind | i | -2.1 | -0.3 | -0.2 | / | i | -0.3 | i
Y pestis TopoI | 6 | 5 | 4 | 4 | 8 | -11 | 33 | -4
TcdB GH inh | -0.8 | 0.3&-0.6 | 0.5 | / | -0.3 | -0.2 | / | -0.2
Rv3671c inh | -48 | / | / | 11 | / | -3 | -9 | 4
PfHsp40 yeast | 0.1 | / | / | 2.7 | -1.2 | -0.8 | 2.6 | -0.3
VHR inh abs | / | / | / | 0 | / | -7 | 8 | 1

23) CCN(CC)c1ccc(NC(=O)c2ccccc2OCC(=O)OC)cc1
24) O=C1NCCCC1C(=O)Nc1ccccn1 (stereo not given)
25) CCNC(=S)NCc1ccc(F)cc1
screen / no. | 23 | 24 | 25
SARS 3CLpro inh | -4 | -3 | -8
Anthrax LF inh2 | -1 | 1 | -1
PriA SSB inh | 45 | 6 | 1
MazF activator | -1 | -3 | -4
BH1578 lux ind | -0.2 | -0.5 | 0.8
Y pestis TopoI | 23 | -4 | -5
TcdB GH inh | -19 | / | 0.1
Rv3671c inh | 10 | 7 | -9
PfHsp40 yeast | 0.4 | -0.6 | -1.3
VHR inh abs | 23 | 14 | -4

# Additional entries:
entry	smiles	SARS 3CLpro inh	Anthrax LF inh2	PriA SSB inh	MazF activator	BH1578 lux ind	Y pestis TopoI	TcdB GH inh	Rv3671c inh	PfHsp40 yeast	VHR inh abs
33	CNC(=O)CSc1nnc(COc2ccc([N+](=O)[O-])cc2)n1C	4	-1	-4	-6	-0.8	-3	0.1	7	-0.8	-5
34	CCOC(=O)C1=C(C)OC(N)=C(C#N)C1c1cc(C)sc1C (stereo not given)	1	1	-6	8	12	-2	/	4	-1.0	28
35	CCCc1cc(C(=O)Cc2ccc(C(=O)OCC)o2)c(O)cc1O	3	-1	2	6	-10	-6	/	-6	4.6	-22
36	COc1ccc(S(=O)(=O)N(C)C[C@H]2Oc3c(NC(=O)Nc4ccc5c(c4)OCO5)cccc3C(=O)N([C@H](C)CO)C[C@@H]2C)cc1	/	0	-1	6	1.2	-12	-0.2&-0.1	5	0.6	/
37	Cc1ccc(NC(=O)CSCC(=O)N2c3ccccc3CCc3ccccc32)cc1	2	2	-7	-7	i	18	/	-14	1.7	21
38	CCOc1ccc(N(CC(=O)N2CCCCCC2)S(C)(=O)=O)cc1	-2	1	-20	7	i	3	0.4	-6	1.1	8
39	COc1ccc(NC(=O)C(NC(C)=O)C(=O)Nc2ccc(F)cc2)cc1 (stereo not given)	4	5	5	8	i	-5	1.3	-12	1.4	12
40	Cc1ccc(OCC(=O)N2CCCCCC2)c(C)c1	-6	-2	-16	2	i	14	1.1	0	-1.2	-4
41	Cc1ccc(C)c(S(=O)(=O)N2CCN(C(=O)c3ccccn3)CC2)c1	/	6	-3	0	i	-3	0.8	1	-1.0	/
42	O=C(COc1ccc([N+](=O)[O-])cc1)Nc1ccc2c(c1)OCO2	0	4	-10	-18	-0.5	-5	1.1	12	-0.9	-21
43	CC(CN1CCN(C)CC1)OC(=O)c1cccc(F)c1 (stereo not given)	1	-1	-14	-4	-0.8	-2	1.0	3	-1.0	-12
44	Cc1ccc(C(=O)NNC(=O)CCCN2C(=O)/C(=C/c3ccccc3Cl)SC2=S)cc1	1	-2	-8	5	-0.3	2	/	-13	0.0	28
45	CCN1CCN(c2ncnc3sc(C)c(-c4ccccc4)c23)CC1	1	1	-16	10	i	10	0.3	-3	-1.0	-2
46	O=C(NCCN1CCCC1)c1ccc2c(=O)n(CCc3ccccc3)c(=O)[nH]c2c1	1	2	-21	9	i	-7	/	-23	-1.4	40
47	O=c1c2ccccc2nc2n1CCN2	-5	-3	-8	6	-0.4	-3	0.1	-7	-1.7	6
48	O=C(O)COc1ccc(NC(=O)c2ccc3c(c2)C(=O)N(CC2CCCO2)C3=O)cc1 (stereo not given)	/	-1	/	7	-6.0	-6	0.9	/	/	/
49	Cc1ccc(NC(=O)c2sc3ncnc(N4CCN(c5ccccn5)CC4)c3c2C)c(C)c1	-3	/	3	-18	i	14	0.8	-26	0.0	16
50	COc1ccccc1N1CCN(C(=O)C2CCCN(S(=O)(=O)c3ccc(C)cc3)C2)CC1 (stereo not given)	/	2	4	1	-5.0	26	-1.1	-3	0.5	/
51	O=C1/C(=C/c2cccnc2)CCC/C1=C\c1cccnc1	4	/	-6	3	/	/	0.3	-7	/	-3
52	Cc1cc(C)nc(SCC(=O)N(C)C)n1	2	-1	-6	2	-0.3	-5	-0.8	1	-0.4	22
53	COc1cccc(O)c1CN1CCC(n2nccc2NC(=O)c2ccc3c(c2)OCO3)CC1	2	2	5	2	-1.0	-7	-2.0	-1	1.5	36
54	COc1ccc(S(=O)(=O)Nc2cc(Cl)ccc2-n2cncn2)cc1	/	-11	-10	4	i	4	1.1	-4	-1.7	/
55	O=C(CN1C(=O)NC2(CCCC2)C1=O)NCCc1ccccc1	/	-11	2	-6	-0.8	10	0.7	-1	-0.7	/
56	CCOC(=O)c1cnc2nc(COc3ccccc3)[nH]n2c1=O	-2	-4	-6	6	-0.7	-5	/	-6	-0.4	-12
57	Cc1ccc(C(=O)c2sc(Nc3ccccc3)c(C#N)c2N)cc1	5	-1	15	-10	-0.1	7	/	4	0.1	-6
58	COc1cc(NS(=O)(=O)c2ccc(NC(=S)NC(=O)c3cccs3)cc2)nc(OC)n1	3	-1	-11	-2	-0.3	4	/	6	0.0	7

# Compound activity from PubChem BioAssay.

# Not all compounds are listed; the hit share may differ from the screen's.
